TEAD-YAP block – TEAD-YAP interaction inhibition; HEK-TIYL cells, TEAD-Gal4/YAP UAS-luciferase luminescence; 640,000 compounds, 1.4% hits; inhibition, % at 9.12 µM; in the data active = inhibition above about 32%;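 also: 0% = median of test compound wells and 100% = reference inhibitor wells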
MITF primary – inhibitors of human MITF. O75030. AlphaScreen MITF homodimerization, bead proximity signal. inhibition, % at 2.6 µM. 650,000 compounds, 0.91% hits; in the data active = inhibition above about 50%;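 also: 0% = vehicle wells with protein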
Target sequence (O75030 whole entry, looked up): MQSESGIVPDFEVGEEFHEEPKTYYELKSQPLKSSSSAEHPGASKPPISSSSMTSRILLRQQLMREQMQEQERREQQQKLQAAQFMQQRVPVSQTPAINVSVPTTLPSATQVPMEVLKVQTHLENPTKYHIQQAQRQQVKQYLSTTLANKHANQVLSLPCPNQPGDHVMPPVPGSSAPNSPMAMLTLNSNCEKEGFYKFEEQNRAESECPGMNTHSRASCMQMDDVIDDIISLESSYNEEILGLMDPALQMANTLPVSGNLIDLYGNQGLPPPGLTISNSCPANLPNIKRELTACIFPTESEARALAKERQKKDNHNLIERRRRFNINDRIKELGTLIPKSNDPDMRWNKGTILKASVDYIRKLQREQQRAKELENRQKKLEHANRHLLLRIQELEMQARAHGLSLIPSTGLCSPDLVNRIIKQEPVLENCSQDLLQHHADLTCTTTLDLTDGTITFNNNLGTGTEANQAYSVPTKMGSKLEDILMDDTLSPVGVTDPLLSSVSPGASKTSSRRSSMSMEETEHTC
FBW7 act – human FBW7 E3 ligase activation, primary screen; Q969H0; AlphaScreen FBW7–phospho-cyclin E peptide binding, activator screen; normalized activity (activation), % at 26.1 µM; 650,000 compounds, 0.13% hits; in the data active = normalized activity above about 1.9%;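 also: purified mutant Fbw7 with reduced substrate affinity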
GPR151 ag – activates the human receptor GPR151; Q8TDV0; activation, % at 11.2 µM; PathHunter beta-arrestin GPR151 cells, luminescence; 650,000 compounds, 1% hits; in the data active = activation above about 4.9%;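 also: 0% = median of compound wells and 100% = cells with positive control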
Target sequence (Q8TDV0 whole entry, looked up): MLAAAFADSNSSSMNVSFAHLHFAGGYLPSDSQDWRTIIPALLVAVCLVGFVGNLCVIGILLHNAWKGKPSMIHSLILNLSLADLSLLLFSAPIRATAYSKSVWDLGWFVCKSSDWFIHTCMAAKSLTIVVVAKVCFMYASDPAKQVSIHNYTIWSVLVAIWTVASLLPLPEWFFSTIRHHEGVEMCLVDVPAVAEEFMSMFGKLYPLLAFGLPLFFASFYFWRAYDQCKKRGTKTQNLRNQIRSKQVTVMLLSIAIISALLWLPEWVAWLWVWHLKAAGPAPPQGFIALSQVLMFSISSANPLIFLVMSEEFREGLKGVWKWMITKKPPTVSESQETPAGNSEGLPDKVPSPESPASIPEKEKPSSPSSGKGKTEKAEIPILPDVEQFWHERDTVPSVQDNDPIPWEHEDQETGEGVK
* marks the source's active call; other numbers are inactive results; & = joins results of further samples.

SMILES,TEAD-YAP block,MITF primary,FBW7 act,GPR151 ag
Cc1cc(=O)oc2cc(NC(=S)NCc3cccnc3)ccc12,-31,-5,-0.1,-1.3
Cc1ccccc1NC(=O)c1ccc(OCC(=O)Nc2ccccc2F)cc1,6,-5,-0.2,-1.3
O=C1CC(c2ccccc2Cl)C2=C(CC(c3ccc(F)cc3)CC2=O)N1 (stereo not given),-2,9,0.3,0.7
COCCCN1C(=O)C(=O)/C(=C(/O)c2cccc(OC)c2)C1c1ccco1 (stereo not given),4,29,0.2,1.3
C=C(Cl)COc1ccc2c(c1)oc(=O)c1cc(OC)ccc12,-45,-1,-0.3,0.1
CCOC(=O)c1nn(-c2ccc(F)cc2)c(=O)c2c(NC(=O)c3ccco3)scc12,1,8,0.0,0.2
CCC(C)(C)NC(=O)CN(Cc1cccc(OC)c1)C(=O)c1snc(C(N)=O)c1N,-2,3,1.2,1.1
Cc1ccc(/C(O)=C/C(=O)C(=O)Nc2cccc(C(F)(F)F)c2)cc1,-2,17,-0.2,-0.7
CCOc1cnc(C(=O)NNC(=O)c2ccccc2Br)o1,8,6,-0.1,-0.6
C=CCSC1=NC2(CC(c3ccccc3Cl)Oc3cc(O)c(Cl)cc32)CC(C)(C)N1 (stereo not given),6,5,-0.1,0.7
COc1cc(CN2CCN(Cc3cn[nH]c3-c3ccccc3)CC2CCO)cc(OC)c1 (stereo not given),-6,-2,-0.1,-0.6
O=C(NCc1cccc(C(F)(F)F)c1)c1cccc(Nc2cccnc2)c1,2,-3,0.1,2.2
COc1ccc(OC)c(NC(=O)C2=C(C)NC(=S)NC2c2ccccc2Cl)c1 (stereo not given),-8,-12,0.1,-0.4
Cc1c(C(=O)N2CCCC(C)C2)sc2ncnc(N3CCCCC3C)c12 (stereo not given),-13,21,0.1,-0.3
O=C(Nc1nc2ccc([N+](=O)[O-])cc2s1)c1ccc([N+](=O)[O-])s1,-11,-1,0.0,-0.1
CCOC(=O)/C(N=Nc1sc(C(=O)OCC)c(C)c1C(=O)OCC)=C(\O)CCl,-5,3,-0.2,6.7*
CCS(=O)(=O)N1CCCC(c2[nH]ncc2-c2cc(C)no2)C1 (stereo not given),-4,1,0.0,-0.1
COc1ccc2cc(CCNC(=O)C(C)Oc3ccccc3)c(=O)[nH]c2c1 (stereo not given),-1,9,0.1,0.3
COc1ccc(-c2ccc(=O)n(CC3CCN(C(=O)C(C)(C)C)CC3)n2)cc1,-10,2,0.0,0.5
COC(=O)Cn1c(=NC(=O)CCOc2ccccc2)sc2cc(OC)ccc21,4,19,0.0,0.3
COC(=O)N/N=C(\C)c1ccccc1OC,12,15,0.6,-0.3
COc1ccc(/C=C(/NC(=O)c2ccco2)C(=O)NCCOC(C)=O)cc1,8,11,0.0,-0.9
Cc1ccc(C(=O)C[N+]2=C(N)CCC2)cc1,-41,4,0.0,1.0
O=C(CC1Nc2c3ccccc3nc(=S)n2C1=O)NCc1cccc(Cl)c1 (stereo not given),6,7,0.0,-0.7
COc1ccc(-c2nnc(SCC(=O)/C(C#N)=C(\C)N)n2C(C)C)cc1,-4,-6,0.0,1.3
O=C(NC1CCCCC1)c1cncc(Br)c1,-6,10,0.5,-0.2
COc1ccc(C(=O)N/C(=C\c2ccc([N+](=O)[O-])cc2)C(=O)Nc2ccc(F)c(Cl)c2)cc1Br,-10,0,-0.2,0.1
CCc1nnc(NC(=O)CN2C(=O)c3ccccc3S2(=O)=O)s1,-8,-1,-0.4,0.9
Cc1cccc(-n2ncc3c(NCc4cccnc4)ncnc32)c1,-22,1,0.2,1.0
Nc1cccc(-c2cccc(C(=O)Nc3ccc(Oc4ccccc4)cc3)n2)c1,3,17,0.8,0.1
CCOC(=O)CNS(=O)(=O)c1cc(-c2nnc(Nc3ccc(OC)c(C(N)=O)c3)c3ccccc23)ccc1C,-1,-1,-0.2,-0.2
CC(C)NC(=O)c1cnc(N2CCCC2)nc1,-3,-5,0.0,-0.4
COC(=O)c1ccc(NC(=S)Nc2ccc([N+](=O)[O-])cc2)cc1,-4,6,0.4,-0.9
CCCN1C(=O)C(O)(CC(=O)c2ccc(OCC)cc2)c2cc(Br)ccc21 (stereo not given),2,-2,0.3,2.5
COc1cncc(-c2cnc3c(NCc4ccc5c(c4)OCO5)nccn23)c1,3,5,0.0,-1.8
COC(=O)CSc1nnc(-c2ccc(N(C)C)cc2)o1,29,13,0.0,0.4
C/C(O)=C\c1nc2cc(C)ccc2oc1=O,0,11,0.0,-0.3
CNC(=O)CSc1nc2nc(C)cc(C)n2n1,-6,6,-0.1,1.7
CCCc1nnc(SCC(N)=O)n1CC,5,-3,-0.1,-0.8
COc1ccccc1Oc1ccc(NC(=O)CCCC(=O)O)cc1,2,15,0.0,-0.5

4 compounds picked at random from the list so far:
SMILES,TEAD-YAP block,MITF primary,FBW7 act,GPR151 ag
COc1ccccc1Oc1ccc(NC(=O)CCCC(=O)O)cc1,2,15,0.0,-0.5
CNC(=O)CSc1nc2nc(C)cc(C)n2n1,-6,6,-0.1,1.7
COC(=O)CSc1nnc(-c2ccc(N(C)C)cc2)o1,29,13,0.0,0.4
CCCN1C(=O)C(O)(CC(=O)c2ccc(OCC)cc2)c2cc(Br)ccc21 (stereo not given),2,-2,0.3,2.5

Additional entries:
SMILES,TEAD-YAP block,MITF primary,FBW7 act,GPR151 ag
CCOCCCN1CC(C(=O)NCCc2ccccc2)CC1=O (stereo not given),-1,-7,0.2,0.0
Cc1cc(C(F)(F)F)c(C#N)c(SCC(=O)Nc2ccccc2)n1,-29,12,0.7,1.5
Nc1[nH]n(-c2ccccc2)c(=O)c1N=Nc1ccc2[nH]c(=O)[nH]c2c1,1,12,0.0,1.9
COC(=O)c1cc(CNC(=O)c2nonc2C)cc(NS(=O)(=O)c2ccc(F)cc2)c1,-5,11,0.0,0.5
COc1ccc(NC(=O)CC(C)(C)C)c([N+](=O)[O-])c1,-3,9,0.0,0.1
CC(=O)Nc1ccccc1OCC(=O)Nc1ccc2[nH]c(=O)[nH]c2c1,9,15,0.2,-0.3
Cc1ccnc(NC(=O)c2ccc(N3CCCCS3(=O)=O)cc2)c1,88*,1,-0.3,-8.5
CCOc1ccc(N2C(=O)NC(=O)/C(=C\c3cc(C(=O)O)ccc3OCC)C2=O)cc1,13,-9,-0.4,-0.2
CC(=O)N1C(=O)C(=O)c2cc(C)ccc21,-6,-1,0.0,-0.3
COc1ccc(CN2C(=S)N(c3ccccc3)C(=O)C2CC(=O)Nc2ccc(OC)cc2)cc1 (stereo not given),12&-13,-5&14,-0.2&0.2,3.2&0.1
C=CCn1cnc2c(nnn2-c2ccc(OC)c(OC)c2)c1=O,4,-15,-0.2,7.9*
CCOC(=O)C1CCN(Cc2cn[nH]c2-c2ccccc2)CC1,-2,55*,0.2,-0.6
Cc1ccc(C(=O)NCCn2cc(SCC(N)=O)c3ccccc32)cc1,-7,-3,0.1,0.2
COc1ccc(C2=NN3C(C2)c2cccc(OC)c2OC3c2cc(OC)c(OC)c(OC)c2)cc1 (stereo not given),-43,-3,-0.1,-0.4
COc1cc(NC(=O)C(Cl)Cl)cc(OC)c1,7,9,0.2,1.3
CNC(=O)Cn1c2ccccc2c2cn[nH]c(=O)c21,-1,5,0.1,1.6
C/C(=C1\N=C(c2ccc(Cl)cc2)OC1=O)N(C)C,-30,5,-0.1,-0.5
CCC1(C)NC(=O)N(Nc2ncnc3sc4c(c23)CCC4)C1=O (stereo not given),5,-12,-0.1,0.1
CC(=O)Nc1ccc(NC(=O)CSc2ncnc3c2cnn3-c2ccc(F)cc2)cc1,-2,-4,-0.1,2.1
Cc1noc(C)c1COc1ccc(CC(=O)OCC(=O)Nc2sccc2C#N)cc1,-14,8,0.3,0.0
Cc1c(CNCCCc2ccccc2)c(C(=O)O)c(C)n1Cc1c(F)cccc1Cl,18,10,-0.1,-0.9
CCCNC(=O)CC(c1cc(OC)c(OC)c(OC)c1)N1Cc2ccccc2C1=O (stereo not given),6,8,0.7,1.2
O=C(CCCN1C(=O)c2cccc3cccc(c23)C1=O)Nc1nc2ccccc2s1,6,15,-0.1,-1.5
Cc1[nH]c2ccccc2c1C(c1cccc([N+](=O)[O-])c1)c1c(C)[nH]c2ccccc12,-4,13,-0.3,-1.3
COc1ccc(CCNC(=O)CSc2nc3ccccc3c(=O)n2CC2CCC(C(=O)NCC3CCCO3)CC2)cc1OC (stereo not given),13,-5,-0.1,0.2
CCCCCOC(=O)c1c(C)oc2c1cc(NS(=O)(=O)c1ccc(C)cc1C)c1ccccc12,-1,-6,-0.1,-1.7
CCCNc1nc(Nc2ccc(-n3ccnc3)cc2)nc2c1ncn2-c1ccsc1,51*,-8,-0.2,-1.3
CSc1cccc(NC(=O)N[C@H]2C[C@H]3C(=O)N[C@@H](COCc4ccccc4)C(=O)N3C2)c1,-2,-4,0.1,-0.6
CCOc1ccccc1NC(=O)NNC(=O)c1cc(Cl)ccc1OC,12,3,0.1,0.0
COc1cccc(/C=N/Nc2nc3ccccc3nc2C)c1O,63*,-92,0.0,-0.6

Some of the entries above in another layout.
structure: CCCNC(=O)CC(c1cc(OC)c(OC)c(OC)c1)N1Cc2ccccc2C1=O (stereo not given)
  TEAD-YAP block: 6	MITF primary: 8	FBW7 act: 0.7	GPR151 ag: 1.2
structure: O=C(CCCN1C(=O)c2cccc3cccc(c23)C1=O)Nc1nc2ccccc2s1
  TEAD-YAP block: 6	MITF primary: 15	FBW7 act: -0.1	GPR151 ag: -1.5
structure: Cc1[nH]c2ccccc2c1C(c1cccc([N+](=O)[O-])c1)c1c(C)[nH]c2ccccc12
  TEAD-YAP block: -4	MITF primary: 13	FBW7 act: -0.3	GPR151 ag: -1.3
structure: COc1ccc(CCNC(=O)CSc2nc3ccccc3c(=O)n2CC2CCC(C(=O)NCC3CCCO3)CC2)cc1OC (stereo not given)
  TEAD-YAP block: 13	MITF primary: -5	FBW7 act: -0.1	GPR151 ag: 0.2

(list continues)
SMILES,TEAD-YAP block,MITF primary,FBW7 act,GPR151 ag
CC(C)CN1CCN(Cc2ccc(Sc3nncn3C)o2)CC1CCO (stereo not given),-6,-1,0.1,2.7
O=C(O)c1cc(-c2ccccn2)nc2ccccc12,9,-3,0.1,2.2
C=CCOc1c(CNCCCN2CCOCC2)cccc1OC,2,3,0.2,0.7
COC(=O)N/N=C/c1ccc(N(C)C)cc1,-28,9,0.6,-0.9
CCCCC(=O)NC(=S)Nc1cccc(C(=O)O)c1,-20,12,0.4,-0.6
CCCCCC(=O)N/N=C/c1ccc(N(C)C)cc1,-29,9,0.9,0.1
Cc1ccc(CN2CCNC(=O)C2CC(=O)NCCc2cscn2)cc1 (stereo not given),-4,12,0.1,1.3
O=c1nc(-c2cccs2)c(-c2cccs2)n[nH]1,-7,-9,-0.3,-0.5
CCOc1ccc(NC(=O)c2c(Nc3ccccc3C)sc(C(=O)c3ccc(Cl)cc3)c2N)cc1,1,-2,-0.3,-0.3
COCCN1CCN(c2c(C)c(C)nc3c(-c4ccccc4)c(C)nn23)CC1,1,10,0.1,-1.0
COc1cc(NC(=O)c2cc(N3CCN(c4ccccn4)CC3)nc3ccccc23)cc(OC)c1OC,-1,-16,0.1,1.7
O=C(O)c1cc(N2C(=O)C3C4c5ccccc5C(c5ccccc54)C3C2=O)ccc1N1CCOCC1 (stereo not given),-7,2,0.3,1.8
COc1ccc(C2CC(c3cccs3)=NN2C(=O)CSc2nnc(CNC(=O)c3cccc(F)c3)n2-c2ccccc2OC)cc1 (stereo not given),9,-7,-0.1,0.4
O=C(Nc1ccc(Br)cc1)c1cc(S(=O)(=O)NCc2ccccc2Cl)ccc1F,-4,17,0.7,0.3
O=C(NCCc1ccccc1)C(C(=O)c1ccccc1)n1ccccc1=O (stereo not given),1,-4,0.0,-0.9
CCc1ccc(-c2csc(=Nc3ccc(F)cc3)n2Cc2ccco2)cc1,10,14,0.1,1.0
CCOC(=O)c1c(NC(=S)Nc2ccc(OC)cc2)sc2c1CCCCC2,-6,7,0.1,-0.7
C=CCOc1ccc(/C=c2\sc3nc(-c4cccnc4)nn3c2=O)cc1,-12,14,0.1,-0.2
CCC(C)NC(=O)CSc1nc2cc3c(cc2c(=O)n1Cc1ccco1)OCO3 (stereo not given),-11,5,0.0,-0.4
CCOC(=O)c1cc(C(=O)NNC(=O)CCN2C(=O)c3ccccc3C2=O)c(C)nc1C,-15,2,-0.2,-2.0
CN(Cc1ccccc1)C(=O)c1cc2nc(-c3ccc(Cl)c(Cl)c3)cc(C(F)(F)F)n2n1,3,13,0.2,1.8
NC(=O)c1csc(-c2ccc(N3CCOCC3)nc2)n1,-29,9,-0.3,-2.7
Cc1ccccc1-c1ccc(=O)n(CC(=O)Nc2ccc(-n3cnnn3)c(C)c2)n1,18,9,-0.1,2.4
O=C(Nc1ccc2ccccc2c1)c1ccc(Br)o1,-94,-1,-0.1,0.0
COc1ccc(NC(=O)CN(c2ccc(C)cc2C)S(C)(=O)=O)cc1OC,8,11,0.1,1.8
COc1cc(Nc2nc3ccc(C(=O)NCc4ccccc4)cc3s2)cc(OC)c1OC,4,5,-0.1,0.3
CC(C)n1c(Nc2ccc(-n3ccnc3)cc2)nc2c(Nc3ccc4c(c3)OCO4)ncnc21,-16,9,0.0,-3.1
COc1cc(C)c(Cl)cc1S(=O)(=O)n1ccnc1C,-17,24,1.3,0.9
CCOC(=O)N1CCN(Cc2ccccc2[N+](=O)[O-])CC1,0,-26,-0.1,-0.8
COc1ccc(OCC(=O)N/N=C/c2cc([N+](=O)[O-])ccc2OC)c(Br)c1,3,10,-0.1,-0.6

Assay outcomes (PubChem BioAssay)
